Source: PubChem (several laboratories)
NF-kB neuron act: NF-kB expression increase, human neuronal cells; 190,000 compounds, 1.6% hits; NF-kB reporter expression; hits give high values; fold change at 12.5 µM; in the data active = fold change above about 3.3
G6PDH CS: inhibits Leuconostoc G6PDH, flagging false hits in G6PDH-based assays; Purified L. mesenteroides G6PDH, diaphorase/resazurin coupled fluorescence, 45 min; inhibition, % at 5 µM; 200,000 compounds, 0.12% hits; AID 1020; in the data active = inhibition above about 50%
APP 5'UTR act: APP 5'UTR luciferase reporter activation. SH-SY5Y APP 5'UTR luciferase reporter, luminescence; zero percent = DMSO vehicle wells. activation, % at 2 µM. 190,000 compounds, 1% hits;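 active = activation above a set limit, based on mean plus 3 SD of controls, cut at about 140% in these data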; also: values of inactives mirror those of a sister screen read the other way
FLuc inh counter: counter-screen for luciferase assay inhibitors: firefly luciferase inhibition; P08659; ATPLite firefly luciferase biochemical luminescence, 10 min; inhibition, % at 10 µM; 200,000 compounds, 1.5% hits; AID 1006;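 active = inhibition above about 50% when tested at 10 µM, limit read from the data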
Target sequence (P08659 whole entry, looked up): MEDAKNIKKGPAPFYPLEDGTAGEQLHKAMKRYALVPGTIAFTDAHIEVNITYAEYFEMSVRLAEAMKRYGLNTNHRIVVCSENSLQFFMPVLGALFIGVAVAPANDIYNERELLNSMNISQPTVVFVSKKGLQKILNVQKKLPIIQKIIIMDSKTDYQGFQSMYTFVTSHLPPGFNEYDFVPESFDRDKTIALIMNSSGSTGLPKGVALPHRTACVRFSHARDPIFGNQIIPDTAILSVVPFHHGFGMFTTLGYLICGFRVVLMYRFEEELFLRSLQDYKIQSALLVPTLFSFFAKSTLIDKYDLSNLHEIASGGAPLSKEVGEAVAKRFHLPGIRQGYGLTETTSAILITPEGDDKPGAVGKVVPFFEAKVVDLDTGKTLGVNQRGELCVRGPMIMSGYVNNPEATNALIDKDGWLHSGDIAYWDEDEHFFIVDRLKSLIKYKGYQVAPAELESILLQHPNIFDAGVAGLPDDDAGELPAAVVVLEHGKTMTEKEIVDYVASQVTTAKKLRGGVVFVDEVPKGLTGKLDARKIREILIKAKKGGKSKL
FLuc stim CS: affects firefly luciferase, flagging false hits in luciferase stimulation screens; ATPlite luciferase biochemical, luminescence, 10 min; 0 = ATP-free wells, 1 = DMSO control; activation factor at 10 µM; 200,000 tested, under 10 active; AID 1027;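 active = luciferase activation factor, scaled between plate controls, of at least 2 with compound at 10 µM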
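Assay system: Luciferase/luciferin detection reagent, cell-free biochemical luciferase assay / Read-out: luciferase activation / Benchmarks: No-ATP low control, compound-free enzyme-plus-ATP high control / Medium: PBS buffer for ATP / Detection: luminescence measurement of luciferase light output / Schedule: 10 min at ambient temperature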
STAT1 activator: increases IFN-gamma driven STAT1 reporter signal | 200,000 compounds, 2.6% hits | NIH 3T3 STAT1-luciferase reporter, luminescence; 100% = IFN-gamma alone, no compound | activation (% of control), % at 5.5 µM;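 active = activation above the screen-wide mean activation plus 3 SD, cut at about 130% in these data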;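 also: raw ratio to IFN-gamma control signal so 100% means no change and 0% no light; values of inactives mirror those of a sister screen read the other way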
DTT redox prof: compounds producing H2O2 with reducing agent – biochemical, NIH compound library profiling, artefact control for MLSCN library redox annotation, primary screen; DTT-dependent redox cycling H2O2, phenol red/HRP absorbance; 100% = 100 µM peroxide control, 0% = buffer; activation, % at 10 µM; 200,000 compounds, 0.03% hits; AID 878;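 active = activation of at least 50% relative to the plate's high and low controls in the primary single-dose screen; inactive = activation below 50%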;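 also: compound incubated with DTT at 0.8 mM final as the reducing agent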
Hsp70 activator: Hsp70 transcriptional activation, primary screen | 200,000 compounds, 0.04% hits | HeLa Hsp70 promoter luciferase reporter, luminescence; scaled: vehicle 0, proteasome-inhibitor control 100% | activation, % at 10 µM;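 active = activation above the mean across all tested compounds plus 3 SD, cutoff set per campaign, cut at about 5.5% in these data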;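 also: 100% = MG132 at 30 µM as the positive control and 0% = DMSO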
Efa HMGR inh: blocks class II HMG-CoA reductase of Enterococcus faecalis; purified E. faecalis HMGR, NADPH absorbance 340 nm kinetic; inhibition, % at 10 µM; 190,000 compounds, 0.41% hits; AID 1066;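 active = inhibition above a set limit, the median over all tested compounds plus 3 SD, cut at about 9.5% in these data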;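 also: enzyme runs in reverse so mevalonate oxidation gives rising NADPH absorbance; 0% = complete reaction with DMSO and 100% = background rate lacking mevalonate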
APP 5UTR inh: APP translation inhibition. SH-SY5Y APP 5'UTR-luciferase reporter, luminescence. inhibition, % at 2 µM. 190,000 compounds, 0.82% hits. AID 1285;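 active = inhibition above a set limit, derived from the sample mean plus 3 SD, cut at about 45% in these data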; also: values of inactives mirror those of a sister screen read the other way
* marks the source's active call; other numbers are inactive results; nt = no result given.

SMILES	NF-kB neuron act	G6PDH CS	APP 5'UTR act	FLuc inh counter	FLuc stim CS	STAT1 activator	DTT redox prof	Hsp70 activator	Efa HMGR inh	APP 5UTR inh
Cc1ccc(C2=NN(C(=O)COc3ncnc4ccccc34)C(c3ccco3)C2)cc1 (configuration not stated)	0.93	0	20	-6	1.1	105	0.3	-0.1	1	-20
NC(=S)N=Nc1c(O)n(CCCl)c2ccccc12	0.88	0	4	0	1	102	-2.8	0.2	-7	-4
O=C(Cc1ccc(Cl)cc1)c1c[nH]c(C(=O)NCCCn2ccnc2)c1	1	0	36	1	1	97	-0.5	-0.5	-11	-36
CC(=O)Nc1ccc(NC(=O)CCCSc2nc3ccccc3s2)cc1	0.73	1	-2	3	1	101	-0.4	-0.4	0	2
CN1C(=O)NC(c2ccc(O)cc2)C2=C1CN(c1ccc(O)cc1)C2=O (configuration not stated)	1.4	4	-9	-4	1	97	-2.3	-0.2	0	9
COCCn1c(SC2CCOC2=O)nc2ccccc2c1=O (configuration not stated)	nt	5	18	-2	1	88	-0.8	0.2	-1	-18
O=C1CCC(c2ccccc2)=NN1	1.1	10	6	1	1	102	-0.1	-0.1	-4	-6
Cc1cc(C)nc(SCC(=O)NC2=NN=C(c3ccc(Br)cc3)CS2)n1	1.2	2	0	-5	1	99	0.9	0.0	-1	0
CCSc1nnc(NC(=O)C(NC(=O)c2ccc(Cl)cc2)C(C)C)s1 (configuration not stated)	1.1	-4	-14	0	1	88	-0.4	-0.2	-4	14
O=C(Nc1nc(=O)c2ccccc2s1)c1ccc(F)cc1	3.3	9	-3	54*	0.5	125	2.0	-0.3	-7	3
Cc1ccc(S(=O)(=O)N2CCCCC2)cc1NC(=O)CCOc1ccccc1	1	21	-2	-4	1	92	0.2	-0.4	-2	2
O=C(Cn1nnc(-c2ccccc2)n1)Nc1ccccc1N1CCOCC1	0.96	-18	1	-9	1.1	91	-1.0	-0.2	0	-1
COC(=O)c1c(C(=O)OC)c(-c2ccccc2)n2c1CS(=O)(=O)C2	1.1	1	18	-9	1.1	104	0.4	-0.2	-4	-18
CC1(C)Cc2ccccc2C(Nn2cnnc2)=N1	0.98	6	-7	-8	1.1	97	0.0	-0.1	-1	7
CCCNC(=O)[C@H](C)NC(=O)c1ccc(Br)cc1	1	0	-18	-8	1.1	106	-2.0	0.1	3	18
N#C/C(=C\c1cccnc1)C(=O)NC1CCCCC1	1.1	16	-12	3	1	96	0.0	-0.4	0	12
COc1ccc(C(=O)Nc2nc(N3C(=O)c4ccccc4C3=O)n(-c3ccccc3)n2)cc1	1.1	3	-7	-3	1	98	0.0	-0.2	-7	7
COCCCN(C(=S)Nc1cccc(Cl)c1)C(C)c1ccncc1 (configuration not stated)	0.83	10	-1	0	1	94	0.3	-0.2	2	0
CCCCCCC1CC(C)(/C(C)=N/NC(N)=O)OC1=O (configuration not stated)	1.2	-1	-10	-5	1.1	94	1.9	-0.1	1	10
C(=C\c1ccco1)/c1nc2ccccc2[nH]1	5*	17	136*	83*	0.2	111	1.8	-0.2	-3	-136
O=C(/C=C/c1ccccc1Cl)Nc1ccc2c(c1)C(=O)NC2=O	0.99	2	-2	2	1	99	-0.9	0.3	4	2
CCOCCn1c(COc2ccccc2)nc2ccccc21	1.2	6	-11	-3	1	103	1.7	-0.1	-1	11
CCCC(C(=O)NC1CCCC1)N(Cc1cccs1)C(=O)c1snc(C(N)=O)c1N (configuration not stated)	0.42	7	16	6	0.9	102	-2.4	-0.4	-4	-16
CSCC[C@H](NC(=O)Nc1ccc(C)cc1C)C(=O)O	1	-4	-3	-4	1	110	1.6	-0.1	0	3
COc1cccc(C(=O)Nc2ccc(NC(=O)C(C)(C)C)cn2)c1	1.9	-8	138*	88*	0.1	85	1.5	-0.6	4	-138
COc1ccccc1C(=O)Nc1c2c(nn1-c1cccc(C)c1C)CS(=O)(=O)C2	1.1	-9	-17	-6	1.1	95	0.0	-0.2	2	17
CCOC(=O)c1sc(NC(=O)C(C)(C)C)cc1C	2.6	-7	74	28	0.7	131*	-1.4	-0.1	-9	-74
CCOc1ccc(S(=O)(=O)N2CCCCC2)c(C)c1C	1.2	13	13	-6	1.1	89	-0.1	0.1	-3	-13
CC(Sc1nnc(Nc2ccccc2)s1)C(=O)Nc1nc(-c2ccccc2)cs1 (configuration not stated)	nt	2	-15	-3	1	109	0.1	0.3	4	15
CCOC(=O)c1sc(-c2ccc(Br)cc2)cc1N	2.5	10	77	13	0.9	137*	-4.0	-0.2	4	-77
O=C1CCC(/C=C/c2ccccc2)=NN1	1.3	-1	10	1	1	110	-0.3	-0.2	0	-10
CC1CCCN(C(=O)C2(NC(=O)Nc3cccc(F)c3)CCCCC2)C1 (configuration not stated)	1.1	1	4	-5	1	100	-0.1	-0.3	-1	-4
CCOc1ccc(CN2CCNC(=O)C2CC(=O)NCc2ccccn2)cc1 (configuration not stated)	0.97	13	-22	-9	1.1	102	1.0	-0.1	-4	22
O=C(NCCC1=CCCCC1)C(=O)NCCc1ccc(Cl)cc1	1.2	-2	-2	-4	1	96	0.1	0.0	-1	2
Cc1cn2c(nc1=O)OC1C(O)C(COC(=O)c3ccccc3)OC12 (configuration not stated)	1.1	16	-3	-1	1	100	-0.5	-0.1	-12	3
CN(C)N1C(N)=C(C#N)C(c2ccsc2)C2=C1CCCC2=O (configuration not stated)	1.2	5	-3	-6	1.1	104	0.0	-0.5	3	4
CCOc1ccc(C(=O)N(CN2CCCC2=O)c2cccc(Cl)c2)cc1	0.94	-6	1	-5	1.1	104	-1.6	0.0	0	-2
O=C(CN1C(=O)C2CCCCC2C1=O)OCn1nnc2ccccc2c1=O (configuration not stated)	0.94	4	-9	-7	1.1	102	-0.7	0.5	2	9
Cc1ccc2[nH]c3c(=S)nc[nH]c3c2c1	1.1	-25	30	-3	1	100	0.2	-0.3	-1	-30
Cn1nnnc1SCc1ccc(F)cc1	1.1	4	-2	-2	1	96	2.8	-0.3	0	2
CCOc1ccccc1NC(=O)CCNC(=O)c1ccc(Cl)cc1	1.3	-1	-3	-6	1.1	94	0.2	-0.2	0	3
CCOC(=O)Cn1nc(-c2ccc(Cl)cc2)cc1N	1.3	4	12	4	1	115	1.4	0.1	-1	-12
CCCNC(=O)c1sc2c(c1C(=O)Nc1ccccn1)CCCC2	1.1	4	-18	-5	1.1	99	-0.4	-0.2	-6	18
Cc1ccc(C(=O)NCCSC(C)(C)C)cc1[N+](=O)[O-]	1.4	11	21	3	1	111	-0.5	-0.2	1	-21
CCc1cc2ccc(C)cc2nc1SCC(=O)Nc1cc(OC)c(OC)cc1C(=O)O	1.2	3	-9	-4	1	100	1.7	-0.4	1	9
C/C(=N/N=C1/NC(=O)CC(C(=O)O)S1)c1ccccc1 (configuration not stated)	1.1	-9	13	0	1	88	0.3	-0.5	-2	-13
O=C(NC(=S)N1CCN(c2ccc([N+](=O)[O-])cc2)CC1)c1ccccc1Cl	1.3	10	-14	-4	1	101	0.2	-0.3	-5	14
COc1ccc(CNC(=O)Nc2ccc3c(c2)N(C)C(=O)CS3)cc1	1	0	7	2	1	91	-0.4	-0.1	-7	-7
Cc1ccc([N+](=O)[O-])cc1NC(=S)NC(=O)CC(C)(C)C	1.1	13	9	-6	1.1	102	1.6	0.0	0	-10
O=C(CC(c1ccccc1)c1ccccc1)Nc1ccc2c(c1)OCCO2	1.1	4	-2	-2	1	99	1.4	-0.2	3	2
Cc1cccc(Nc2ncnc(N)n2)c1	1.2	3	1	-3	1	112	0.7	-0.1	0	-1
Cn1cnnc1SCc1ccc(C#N)cc1Cl	1.2	-2	-18	-6	1.1	101	-0.3	0.0	1	18
C=CCOC(=O)c1cc(-c2ccc(/C=C3\C(=O)NC(=O)C(C#N)=C3C)o2)ccc1Cl	1.8	29	-20	-8	1.1	99	17	-0.1	0	20
CCCn1c(-c2cccc([N+](=O)[O-])c2)nc2c1c(=O)[nH]c(=O)n2Cc1ccccc1	0.62	-9	19	1	1	96	0.0	0.0	-5	-20
CCCCn1c(-c2nonc2N)nc2ccccc21	1.6	7	5	-11	1.1	100	1.9	-0.3	0	-5
Cc1c(C(O)CN2CCC(C(N)=O)CC2)c2ccccc2n1C (configuration not stated)	1.8	-1	-4	-2	1	91	2.8	-0.5	-1	4
O=C(Nc1cccc2ccccc12)N1CCN(Cc2ccc3c(c2)OCO3)CC1	1.1	1	-11	-4	1	98	0.0	-0.6	-4	11
CCOC(=O)CC(NC(=O)c1ccccc1F)c1ccc(C)cc1 (configuration not stated)	1.3	1	3	-7	1.1	105	0.3	-0.1	-4	-3
O=C(COC(=O)CCc1ccc(S(=O)(=O)N2CCOCC2)cc1)NCc1ccccc1	1	3	-2	-5	1.1	92	-0.7	-0.3	0	2
Cn1c(CSCc2ccc(Cl)c(Cl)c2)nnc1SCC(=O)Nc1nccs1	0.96	2	13	-3	1	93	-0.2	-0.3	-1	-13

(cont.)
SMILES	NF-kB neuron act	G6PDH CS	APP 5'UTR act	FLuc inh counter	FLuc stim CS	STAT1 activator	DTT redox prof	Hsp70 activator	Efa HMGR inh	APP 5UTR inh
Cc1ccc(-c2nc3ccccc3s2)cc1NC(=O)c1cc(-n2cnnc2)ccc1Cl	1.6	4	52	7	0.9	116	-4.2	-0.3	3	-52
CCCCNC(=O)NC(C(=O)OC)C12CC3CC(CC(C3)C1)C2 (configuration not stated)	1.3	4	14	4	1	91	-1.9	-0.1	-6	-14
c1ccc2oc(SCc3cn4ccccc4n3)nc2c1	3.4*	22	125	16	0.8	131*	0.5	1.2	-6	-125
CCCCCCOc1ccc(N2C(=O)CC(N3CCN(C(=O)c4ccco4)CC3)C2=O)cc1 (configuration not stated)	1.2	-8	30	-4	1	102	0.9	0.3	3	-30
COc1ccc(OC)c(/C(O)=C/C(=O)C(=O)Nc2ccccc2OC)c1	1.2	22	-10	1	1	96	0.1	0.0	-9	10
Nc1nc(SCC(=O)Nc2ccccc2)nc2nc3c(cc12)CCCC3	1.1	-4	-13	29	0.7	107	-0.1	-0.3	-4	13
COc1ccc(CCNC(=O)CSc2nc(N)c3c(C)c(C)oc3n2)cc1OC	1.1	4	-1	-1	1	87	-0.6	-0.3	-4	1
Cc1ccc(CN2CCN(C/C=C/c3ccc(F)cc3)CC2CCO)o1 (configuration not stated)	0.89	9	0	-6	1.1	99	-0.6	-0.1	-7	0
